# Abeta yeast res: restores growth of yeast expressing A-beta42 peptide; yeast expressing A-beta42, growth rescue, OD600, 48 h; response scale: 0% DMSO, 100% iron-clioquinol control; Potency, µM (doses to about 46.1 µM), for inactives: top-dose growth rescue, actives largely listed as activators; actives 0.063% (n = 410,000); also: potency is read from the fitted curve at half-maximal effect; nearly all actives have a fitted effect of over 55% in size
#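 Growth rescue measured by 600 nm absorbance after 48 h yeast culture at 30 C with compound. Values normalized between DMSO and an equimolar ferric chloride plus clioquinol control.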
# Nrf2 inh: inhibitors of Nrf2 signaling. AID 504444. actives 2.1% (n = 360,000). A549 ARE-Fluc reporter, luciferase luminescence, 18-24 h. Potency, µM (titrated, usually from 46 µM), inactives show at the highest dose activity change, negative = inhibition, most hits filed as inhibitors; also: potency is read from the fitted curve at half-maximal effect; % is scaled to controls: 0 for no effect and ±100 for the full control effect; nearly all actives have a fitted effect of over 60% in size
#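 Nrf2 function is reported as luminescence of an ARE-controlled luciferase in A549 cells. Compounds were tested at several concentrations, and a CellTiter-Fluor read on the same wells flagged cytotoxicity.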
# Mm-Cpn inhibitor: blocks the Methanococcus maripaludis chaperonin Mm-Cpn; purified Mm-Cpn ATPase, ADP Transcreener TR-FRET; actives 0.031% (n = 330,000); Potency, µM (doses to about 76.9 µM), without a hit: at the top dose activity, negative = inhibition, actives largely listed as inhibitors; AID 504842; also: potency is read from the fitted curve at half-maximal effect; % is scaled to controls: 0 for no effect and ±100 for the full control effect; nearly all actives have a fitted effect of over 80% in size
#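 Compound-treated chaperonin, 25 nM final, turns over 10 uM ATP at 37°C for 30 min following a 10 min preincubation; ADP generated competes with ADP-d2 for Eu-cryptate antibody, lowering FRET.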
# CCT chaperon mod: cytosolic chaperonin activity modulation | activity change, % (no concentration beside the values), hits read low | AID 651819 | actives 0.3% (n = 360,000) | purified chaperonin ATPase assay, HTRF ADP detection, 30 min; in the data active = activity change below about -30%; also: % is scaled to controls: 0 for no effect and ±100 for the full control effect
#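 We incubate TRiC, 40 or 20 nM final, with library compounds at 76 uM and 10 uM ATP for 30 min at 37 °C. ADP formed is detected with Transcreener HTRF reagents after 30 min at room temperature.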
# HepG2 tox: counter-screen for TGF-b inhibitors: cytotoxicity in HepG2 cells; HepG2 CAGA-GFP viability, ATP luminescence, 18 h; Potency, µM (titrated, usually from 46.1 µM), for the others: top-dose activity change, negative = cytotoxicity, usual class: cytotoxic; actives 0.76% (n = 410,000); AID 588856; also: potency is read from the fitted curve at half-maximal effect; some results filed as inactive show a strong effect at the top dose
#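 HepG2 CAGA-GFP cells (1000/well, DMEM with 1% FBS) received compound, then TGF-beta at 500 pg/mL final, and were incubated 18 hours at 37 degrees C. Viability was read by CellTiter-Glo luminescence. Media-only wells were set as complete cell-killing and DMSO as no toxicity.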
# TGFb inhibitor: blocks TGF-b signaling; HepG2 CAGA-GFP TGF-b/SMAD3 reporter, GFP fluorescence, 18 h; TGF-beta stimulated, 500 pg/mL final; Potency, µM (top dose mostly 46.1 µM), without a hit: at the top dose activity, negative = inhibition, actives largely listed as inhibitors; actives 1.2% (n = 410,000); also: potency is read from the fitted curve at half-maximal effect; % is scaled to controls: 0 for no effect and ±100 for the full control effect; nearly all actives have a fitted effect of over 65% in size
#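 Smad-responsive CAGA-GFP expression was quantified in HEPG2 cells exposed to compounds and 500 pg/mL final TGF-beta for 18 h at 37 degrees C; unstimulated wells defined full inhibition.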
# A549 tox: A549 cytotoxicity, counter-screen for Nrf2 inhibitors; A549 ARE-Fluc cells, CellTiter-Fluor viability, 18-24 h; Potency, µM (highest dose often 46 µM), inactives show top-dose activity change, negative = cytotoxicity, usual class: inhibitors; actives 0.16% (n = 390,000); also: potency is read from the fitted curve at half-maximal effect; % is scaled to controls: 0 for no effect and ±100 for the full control effect
#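 Cytotoxicity counterscreen: CellTiter-Fluor fluorescence was measured in A549 ARE_Fluc cells after 18-24 h of compound exposure in a concentration series. The subsequent BugLite luminescent read reports ARE-luciferase activity.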
# Nrf2 ARE act: activators of Nrf2 (ARE) signaling | AREc32 ARE-luciferase reporter (MCF7-derived line), luminescence, 24 h | Potency, µM (doses to about 46.1 µM), without a hit: at the top dose activation, actives largely listed as activators | actives 0.31% (n = 410,000); also: potency is read from the fitted curve at half-maximal effect; % of control where 0% means no effect; nearly all actives have a fitted effect of over 65% in size
#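 Each well held 1000 AREc32 cells, which were incubated with compound for 24 hr at 37 deg C after overnight attachment, and ARE reporter activity was quantified by firefly luciferase luminescence.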
# pAkt inh: blocks phosphorylation of Akt; activity change, % for hits at 50 µM; actives 0.32% (n = 360,000); Neuro2A IGF-stimulated pAkt S473 HTRF, 20 min; stronger effect = lower value; in the data active = activity change below about -80%; inconclusive = mostly about -51% to -80%; also: % is scaled to controls: 0 for no effect and ±100 for the full control effect
#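 Neuro2A cells in DMEM with 0.5% FBS, overnight at 37 deg C, given compound at single 50 µM final, then IGF (6 nM final) for 20 min at 37 deg C. Lysed; phospho-Akt Ser473 by HTRF after 24 h, 665/615 ratio.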
# The depositor's hits bear a star; i = inactive; ? = inconclusive; / = no result given; [ ] = remark or other dose. Unless noted, calls follow the shape of the dose curve; as a rule, active = well fitted curve in the direction sought with a large enough effect; inconclusive = small, poorly fitted or top-dose-only effect, or another doubt; inactive = no such curve, though single readings can be large; an effect the other way counts as inactive or inconclusive.
# Below each SMILES: Mm-Cpn inhibitor, pAkt inh, TGFb inhibitor, CCT chaperon mod, A549 tox, Nrf2 inh, Nrf2 ARE act, Abeta yeast res, HepG2 tox
COc1ccc(S(=O)(=O)N(C)C2(C)CCS(=O)(=O)C2)cc1OC (stereo not given)
  2%, i, 10%, 0.7, 0%, 3%, -0.7%, 0%, 2%
Fc1ccc(CNCC2CCCO2)cc1 (stereo not given)
  -2%, i, 13%, -0.4, 2%, -7%, -1.3%, 3%, -14%
C=CCC(=O)NC(C)c1cnn(-c2ccccc2C)c1C (stereo not given)
  -1%, i, 13%, 2.6, 6%, 6%, -0.4%, -1%, 16%
COc1ccc(CN(C)CC(=O)Nc2cccc(S(=O)(=O)N3CCCC3)c2)cc1F
  -8%, i, -12%, -7.5, -10%, ?, 3.2%, 1%, -16%
O=C(C1CCCC1)N1CCCC(Nc2ccccc2)C1 (stereo not given)
  -3%, i, 9%, -2.4, 3%, 0%, 0.0%, 11%, 5%
CCC(C)[C@H](NC(=O)NCCCc1ccccc1)C(=O)OC (stereo not given in full)
  -1%, i, 2%, -2.9, 4%, /, 0.2%, -3%, -16%
O=C(N=Nc1c(O)[nH]c2ccc(Br)cc12)c1ccco1
  /, i, -6%, -2.5, /, /, 5µM*, -14%, -16%
Cc1ccc(C2CC(=O)n3nc(-c4cccc(C)c4)nc3S2)cc1 (stereo not given)
  /, /, 28%, /, -7%, 10%, -0.3%, -22%, 0%
Cc1ccn2cc(CC(=O)O)nc2c1
  0%, i, 7%, 1.1, -5%, 0%, -0.4%, -5%, 4%
CC12CCC(c3nnc(SCC(=O)Nc4cccc5ccccc45)nc31)C2(C)C (stereo not given)
  -3%, i, 10%, -2.7, -12%, 0%, -0.4%, -18%, -23%
CC(Nc1nc(N2CCNCC2)nc2ccccc12)c1ccccc1 (stereo not given)
  3%, i, ?, -0.4, ?, 0%, 19%, 14%, -31%
Nc1cc(N)nc(SCc2cc(=O)oc3cc4c(cc23)CCC4)n1
  1%, i, 7%, 0.6, -3%, 10%, 0.5%, 13%, -3%
CN(C)S(=O)(=O)N1CCCC(C(=O)c2ccc(-c3ccccc3)cc2)C1 (stereo not given)
  0%, i, 2%, 0.5, 8%, ?, -0.3%, -8%, -1%
CC(=O)c1cccc(NC(=O)C(OC(=O)c2ccccc2NS(=O)(=O)c2cccs2)c2ccccc2)c1 (stereo not given)
  -8%, i, ?, 0.3, 0%, 18%, 2.1%, 20%, -21%
O=C(Nc1ccccc1Cl)c1cccc(NC(=O)C2C3CC4OC(=O)C2C4C3)c1 (stereo not given)
  0%, i, -2%, -1.0, 2%, 9%, -0.8%, 4%, -3%
COc1ccc(-c2cc(C(=O)Nc3cccnc3)c3ccccc3n2)cc1OC
  1%, i, 5%, 0.6, -2%, ?, 9.1%, 5%, -63%
CC(C)(C)N1CC(c2nc3ccccc3n2Cc2ccccc2)CC1=O (stereo not given)
  2%, i, -39%, 0.7, -1%, 8%, -0.6%, -5%, -40%
COc1cc(C(=O)N2CCN(c3ccc(C)cc3C)CC2)cc(OC)c1OC
  0%, i, -24%, -1.8, 0%, ?, -2.6%, -10%, -43%
COCCN1CCC(CNCc2cn[nH]c2-c2ccc(C)c(C)c2)C1 (stereo not given)
  -5%, i, 4%, -0.3, 0%, ?, -1.3%, -16%, -1%
COCCNC(=O)CC(NS(=O)(=O)c1ccc(NC(C)=O)cc1)C(C)C (stereo not given)
  1%, i, -3%, 0.6, 0%, /, 0.1%, -4%, -8%
CN1OC[C@@H]2CN[C@H](c3ccc(-c4cc5ccccc5o4)cc3)C[C@@H]21
  /, i, -16%, 0.4, /, /, -5.4%, -23%, -34%
Cc1ncc(CN2CCN(Cc3ccccc3)C(CCO)C2)s1 (stereo not given)
  1%, i, 0%, -1.3, 1%, 7%, 0.4%, 1%, -1%
CC(=O)c1cccc(OCC(=O)NC2CCCCCC2)c1
  2%, i, 6%, -0.3, 0%, 11%, 0.1%, 0%, 2%
Cc1ccc(C)c(C(=O)NCc2ccncc2)c1
  3%, i, 7%, -0.7, -9%, 5%, -0.4%, 14%, -1%
COCc1cc(C)n(CC(=O)Nc2ccc(N3CCOCC3)c(Cl)c2)c(=O)c1C#N
  -1%, i, 3%, -1.6, 3%, -3%, 1.5%, 0%, -4%
CC(=O)Nc1cccc(NC(=O)C(=O)NCC(c2ccco2)N2CCc3ccccc3C2)c1 (stereo not given)
  0%, i, 1%, -1.9, -5%, ?, 0.7%, -5%, 5%
COc1ccc(-c2nnc(SCC(=O)N3c4ccccc4Sc4ccccc43)o2)cc1
  -1%, i, 0%, -0.8, -13%, ?, -0.7%, 9%, -14%
C=CCn1c(=O)c2ccccc2n2c(SCC(N)=O)nnc12
  ?, i, 13%, -5.1, -3%, /, -0.2%, 21%, 0%
O=C(NCCN1CCC(n2c(=O)[nH]c3ccccc32)CC1)c1ccc(Cl)cc1
  /, i, /, -0.9, /, /, 5.0%, -13%, /
COc1ccc([N+](=O)[O-])cc1NC(=O)COC(=O)C1CC1
  -1%, i, 3%, 0.0, -3%, 16%, -0.3%, -11%, 3%
Cc1ccc(NC(=S)N(CCCN2CCOCC2)Cc2ccco2)cc1C
  1%, i, -48%, -0.8, -3%, 8%, 2.3%, 0%, 24%
CCCC(=O)Nc1ccc(C(=O)NN=C(C2CC2)C2CC2)cc1
  -1%, i, -3%, -1.2, -3%, -2%, -0.3%, 5%, 2%
COC(=O)c1ccc(CSc2nnnn2-c2ccc(C)cc2C)o1
  1%, i, -20%, 2.6, -1%, ?, 3.3%, -11%, -7%
Cc1cccc(NC(=O)Nc2nnc([C@@H]3C[C@H](O)[C@@H](CO)O3)s2)c1
  /, i, 19%, -1.9, /, /, 0.5%, -8%, -5%
Clc1ccc(CCNc2nc3ccccc3c3nc(-c4ccccc4)nn23)cc1
  /, /, -5%, /, 1%, -20%, 0.3%, -12%, -2%
CNS(=O)(=O)c1cnccc1N1CCN(C)CC1
  -1%, i, -7%, 1.0, -1%, -14%, -0.1%, 10%, 4%
Cc1ccc(OCCC(=O)Nc2ccc3c(c2)OCO3)cc1
  0%, i, 7%, 1.6, 1%, 10%, -0.7%, 6%, 0%
COc1ccc(NS(=O)(=O)c2cccc(C(=O)N/N=C/c3ccc(O)cc3)c2)cc1
  -5%, i, -2%, -0.1, -18%, -11%, -0.1%, -5%, -19%
Cc1cccn2c(=O)c(/C=C(\C#N)C(=O)NC3CCS(=O)(=O)C3)c(N3CCC(C(N)=O)CC3)nc12 (stereo not given)
  -1%, i, 22%, -2.1, -6%, 9%, -1.4%[9.22 µM], 6%, 37%
COc1ccc(/C=N/NC(=O)C(=O)NCc2cccnc2)cc1OC
  0%, i, -12%, 2.6, 13%, 12%, 0.0%, -2%, -2%

# Three compounds from above with just Abeta yeast res and HepG2 tox.
mol | Abeta yeast res | HepG2 tox
CN1OC[C@@H]2CN[C@H](c3ccc(-c4cc5ccccc5o4)cc3)C[C@@H]21 | -23% | -34%
Cc1ncc(CN2CCN(Cc3ccccc3)C(CCO)C2)s1 (stereo not given) | 1% | -1%
CC(=O)c1cccc(OCC(=O)NC2CCCCCC2)c1 | 0% | 2%

# The main list resumes with the 2 entries that preceded the break.
# Below each SMILES: Mm-Cpn inhibitor, pAkt inh, TGFb inhibitor, CCT chaperon mod, A549 tox, Nrf2 inh, Nrf2 ARE act, Abeta yeast res, HepG2 tox
Cc1cccn2c(=O)c(/C=C(\C#N)C(=O)NC3CCS(=O)(=O)C3)c(N3CCC(C(N)=O)CC3)nc12 (stereo not given)
  -1%, i, 22%, -2.1, -6%, 9%, -1.4%[9.22 µM], 6%, 37%
COc1ccc(/C=N/NC(=O)C(=O)NCc2cccnc2)cc1OC
  0%, i, -12%, 2.6, 13%, 12%, 0.0%, -2%, -2%
O=C(NCCn1cc(SCc2ccccc2F)c2ccccc21)c1c(F)cccc1F
  -5%, i, ?, -0.8, 1%, -13%, 5.1%, -6%, -32%
COc1ccc(OC)c(C(c2nnnn2C2CCCC2)N2CCc3ccccc3C2)c1 (stereo not given)
  -2%, i, ?, -7.8, -6%, /, 3.2%, 4%, -2%
COc1ccc(NC(=O)c2cccc(S(=O)(=O)N3CCCCCC3)c2)cc1
  0%, i, ?, -16, -1%, ?, 0.2%, 7%, -7%
COc1ccc(C2CC(c3ccncc3)=NN2c2ccc(S(N)(=O)=O)cc2)cc1 (stereo not given)
  -10%, i, 16%, -4.8, ?, 8%, 10%, 4%, -47%
COc1cc(NC(=O)c2ccccc2Cl)ccc1NC(=O)c1cccs1
  1%, i, 2%, -3.3, 6%, ?, 2.8%, 0%, -14%
Cn1c(N)c(C(=O)c2ccc(Oc3ccccc3)cc2)c(=O)n(C)c1=O
  1%, i, -7%, 0.6, 2%, -3%, 3.6%, -12%, -1%
CCCn1c(SCC(=O)N2c3ccccc3Sc3ccccc32)nc2c1c(=O)n(C)c(=O)n2C
  0%, i, 3%, -1.7, 5%, 10%, -0.7%, 3%, -19%
CCN(CC)C(=O)c1scc2c1OCCO2
  0%, i, -1%, -1.3, 4%, -19%, -0.3%, ?, -16%
CCn1cc(C2=NOC(C(=O)Nc3cc(OC)c(Cl)cc3OC)C2)c(C)n1 (stereo not given)
  -4%, i, -5%, -0.6, -5%, -2%, -0.3%, 12%, 0%
Cc1nc(NC(=O)C2CC2)sc1C(=O)N1CCCCC1
  1%, i, -14%, -2.5, -1%, 0%, -0.1%, 6%, 4%
Cc1oncc1C(=S)Nc1ccccc1
  -3%, i, -6%, -0.9, 3%, -8%, -0.4%, 12%, 4%
Cc1ccc(S(=O)(=O)N2[C@@H](c3ccc(Cl)cc3)C(C(=O)O)=CC[C@H]2c2ccc3c(c2)OCO3)cc1
  1%, i, 2%, 1.6, -14%, -26%, -1.0%, -5%, -4%

# The order is random, and some 4.3% of all compounds hit somewhere here.
